JMJD2C inh: blocks human GASC-1 demethylase activity | Q9H3R0 | GST-JMJD2C(1-420) H3K9me3 demethylation, DELFIA europium | inhibition, % at 2.35 µM | 330,000 tested, 0.069% active | AID 2099;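 active = more than half of a compound's replicate wells show inhibition beyond 50%, single wells judged on their own value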;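 also: signal counts dimethyl H3K9 product captured on neutravidin plate; 0% = median of DMSO wells and 100% = 0.3 times that DMSO median; strong numbers were not always called active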
Target sequence (Q9H3R0 1-420 limits assumed): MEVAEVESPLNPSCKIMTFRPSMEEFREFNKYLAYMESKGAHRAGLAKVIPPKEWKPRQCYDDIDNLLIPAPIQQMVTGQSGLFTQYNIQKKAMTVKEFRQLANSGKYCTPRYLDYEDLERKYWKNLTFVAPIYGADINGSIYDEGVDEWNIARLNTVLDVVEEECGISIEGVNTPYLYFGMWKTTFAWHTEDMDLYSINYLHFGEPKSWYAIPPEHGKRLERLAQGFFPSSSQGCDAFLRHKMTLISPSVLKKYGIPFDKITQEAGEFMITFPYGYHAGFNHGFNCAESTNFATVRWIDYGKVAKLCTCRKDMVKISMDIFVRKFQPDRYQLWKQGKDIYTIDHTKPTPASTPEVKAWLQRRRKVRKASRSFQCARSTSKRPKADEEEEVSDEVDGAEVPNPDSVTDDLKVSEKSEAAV
LYPLA2 counter: blocks human lysophospholipase 2, a PME1 counter-screen | O95372 | recombinant LYPLA2, FP-Rh probe fluorescence polarization | inhibition, % at 5.9 µM | 320,000 tested, 0.38% active | AID 2177;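 active = inhibition above the screen-wide mean plus 3 SD, limit set per campaign, cut at about 26% in these data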;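 also: 0% = LYPLA2 with DMSO and 100% = wells lacking LYPLA2 enzyme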
Target sequence (O95372 whole entry, looked up): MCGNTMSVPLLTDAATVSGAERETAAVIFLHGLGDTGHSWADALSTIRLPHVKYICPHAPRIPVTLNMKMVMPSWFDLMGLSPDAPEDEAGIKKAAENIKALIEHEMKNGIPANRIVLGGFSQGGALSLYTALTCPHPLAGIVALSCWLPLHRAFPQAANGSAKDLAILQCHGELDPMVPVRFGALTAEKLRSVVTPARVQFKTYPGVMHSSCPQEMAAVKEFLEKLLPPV
PREPL inhibitor: inhibitors of human prolyl oligopeptidase-like enzyme PREPL; Q4J6C6; inhibition, % at 5.96 µM; 320,000 tested, 0.68% active; recombinant PREPL, fluorescence polarization activity-based probe; in the data active = inhibition above about 43%;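 also: 0% = enzyme with DMSO and 100% = wells lacking enzyme; many of its hits are not listed in these tables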
HCV core dimer: blocks dimerization of HCV core protein; TR-FRET GST/Flag-core106 dimerization, 1536-well; inhibition, % at 5 µM; 300,000 tested, 0.33% active;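 active = inhibition above the mean of all tested compounds plus 3 SD, set per screening campaign, cut at about 45% in these data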
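System – GST-tagged and Flag-tagged HCV core protein residues 1-106 · Repeats – one well for each compound · Technique – TR-FRET 671 and 617 nm emission · Doses – one concentration, 5 µM, in 0.5% DMSO · Times – 4 h, 22.5 °C incubation · Also added – Eu donor and XL665 acceptor anti-tag antibodies · Measure – percent inhibition of core106 dimerization signal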
Efflux pump mplx: antifungal efflux pump inhibition, Nile Red retention; S. cerevisiae Candida pump triplex; 330,000 tested, 0.44% active; inhibition, % at 10 µM;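 active = plate passing quality check with inhibition over a set limit, or well fluorescence over plate mean plus 4 SD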;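 also: Nile Red retained in pooled yeast measured as flow cytometry median fluorescence; 0% = buffer negative control and 100% = Enniatin B positive control; higher means more Nile Red kept so more efflux inhibition; some compounds called inactive have numbers as strong as hits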
CTSL1 counter: cathepsin L1 inhibition, PFM18AAP counter-screen. recombinant F. hepatica cathepsin L1, Z-Leu-Arg-MCA fluorescence. inhibition, % at 5.96 µM. 300,000 tested, 0.49% active;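 active = inhibition above the mean of all tested compounds plus 3 SD, set per screening campaign, cut at about 17% in these data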;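 also: 0% = plate median of test compound wells and 100% = 1 µM Z-Phe-Ala-diazomethylketone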
TPT1 inhibitor: blocks Candida albicans tRNA 2'-phosphotransferase; 300,000 tested, 0.81% active; inhibition, % at 5 µM; AID 1962; recombinant caTPT1, FP RNA substrate dephosphorylation;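 active = inhibition above the mean of all tested compounds plus 3 SD, set per screening campaign, cut at about 24% in these data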;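 also: plate controls were DMSO alone for no effect and ferristatin control at 100 nM for full effect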
PP5 primary: PP5 (human) phosphatase inhibition | inhibition, % at 6.7 µM | 320,000 tested, 0.18% active | purified PP5c, OMFP substrate fluorescence;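 active = inhibition above the campaign's mean inhibition across all tested compounds plus 3 SD, cut at about 9.5% in these data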;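 also: 0% = DMSO only and 100% = 100 µM cantharidin control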
PP1 counter: blocks human PP1-alpha phosphatase, a PP5 counter-screen; 320,000 tested, 0.9% active; purified PP1alpha, OMFP fluorescence; inhibition, % at 6.7 µM;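 active = inhibition above the mean inhibition of all tested compounds plus 3 SD, computed separately for each screening campaign, cut at about 15% in these data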
Target sequence (P62136 whole entry, looked up): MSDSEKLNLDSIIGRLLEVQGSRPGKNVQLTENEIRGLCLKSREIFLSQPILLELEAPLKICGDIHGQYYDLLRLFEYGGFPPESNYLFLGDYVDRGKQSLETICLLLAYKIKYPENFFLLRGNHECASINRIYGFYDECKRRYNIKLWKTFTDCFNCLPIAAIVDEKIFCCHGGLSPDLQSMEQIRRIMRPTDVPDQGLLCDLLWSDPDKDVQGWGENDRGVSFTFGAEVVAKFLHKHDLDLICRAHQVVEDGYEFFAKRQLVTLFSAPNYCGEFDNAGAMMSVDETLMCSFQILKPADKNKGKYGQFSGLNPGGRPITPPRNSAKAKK
* marks the source's active call; other numbers are inactive results; · = not tested or not shown. These rows are one share of the data, so the mix of outcomes need not match the whole.

SMILES	JMJD2C inh	LYPLA2 counter	PREPL inhibitor	HCV core dimer	Efflux pump mplx	CTSL1 counter	TPT1 inhibitor	PP5 primary	PP1 counter
CC(=O)N1CCN(Cc2cc(=O)n3cc(Cl)c(C)c(Cl)c3n2)CC1	3	9	-4	-4	0.2	1	4	3.5	1
Cc1sc2ncnc(OCC(=O)NC(C)C)c2c1C	11	-4	8	-3	-0.1	1	0	1.3	0
Cc1nn(-c2ccccc2)c(N2CCCC2)c1/C=C1\N=C(c2ccccc2)OC1=O	-2	0	6	2	0.1	56*	2	-1.1	-1
O=C(CSc1ccc(Cl)cc1)NNC(=O)c1ccco1	-8	3	4	-2	-0.1	2	-3	-0.5	-3
Nc1ccccc1NC1=CC(=O)CC(c2ccco2)C1 (stereo not given)	-36	-4	15	-3	0.1	0	-3	3.9	1
Cc1c(C)c2cc(Cl)c(O)c(CN3CCCCC3)c2oc1=O	4	-4	-3	4	0.1	2	1	-1.5	-3
Cc1cc(OCC(=O)N2CCCC2)cc(C)c1Cl	16	0	12	-6	0.1	-2	0	-1.5	-1
O=C(NC(Cc1ccccc1)C(=O)N1CCN(S(=O)(=O)c2ccccc2F)CC1)c1ccccc1 (stereo not given)	4	4	33	·	-0.1	·	·	3.8	-3
Cc1ccc(NCC(=O)N/N=C\c2ccc[nH]2)cc1	5	3	4	1	0.0	-1	-2	0.0	-6
COc1ccc(NC(=O)CCc2nnc3ccc(NCc4ccco4)nn23)cc1	7	5	13	0	0.1	-2	-2	-0.1	-1
COc1ccccc1C(=O)Nc1nnc(SCC(=O)NCc2ccco2)s1	-5	-3	-5	6	-0.1	1	-4	1.8	-2
COc1ccc(CCC2(C)NC(=O)N(C(C)C(=O)Nc3ccccc3F)C2=O)cc1 (stereo not given)	-24	-3	4	·	-0.4	·	·	-0.9	-4
CCC12C(=O)C(CC)(C(c3ccccc3)=C1c1ccccc1)[C@@H]1C(=O)N(c3ccccc3)C(=O)C12 (stereo not given in full)	10	-4	5	11	-0.3	-1	0	0.6	4
CCOC(=O)C1CCN(C(=O)C2CCN(S(=O)(=O)N3CCCC3)CC2)CC1	157	-6	24	1	0.1	2	-3	-0.1	-7
Cc1ccc(S(=O)(=O)CC(=O)Nc2nnc(C(C)(C)C)s2)cc1	6	-3	0	0	-0.1	5	0	1.6	2
COc1ccc(S(=O)(=O)N2CCCC2CNC(=O)C(=O)NCCc2ccccc2)cc1 (stereo not given)	2	-3	-2	6	-0.2	5	-1	2.1	-1
O=C(NNc1c2ccccc2nc2ccccc12)c1ccc(O)cc1	-5	1	36	-48	-0.1	0	17	2.0	-2
Cc1cc(C)c(NC(=O)NC(=O)c2ccc(F)cc2)c(C)n1	-1	4	4	4	0.0	0	-1	-3.1	-6
NS(=O)(=O)c1cccc(NC(=O)CN2CCc3ccccc32)c1	6	-25	0	11	0.2	-4	-38	-0.5	2
COc1ccccc1N(C)S(=O)(=O)c1ccc(Cl)c(C(=O)Nc2cccc(C)n2)c1	8	6	7	1	-0.1	-6	-6	0.5	0
CCN(CC(=O)Nc1ccc(C)c(F)c1)CC(=O)NC(C)C	-7	3	-4	-3	0.3	2	-2	0.4	-3
O=C(Nc1nnc(C2=COCCO2)o1)c1cccc(F)c1	4	6	16	-1	-0.6	0	0	3.8	0
CCOC(=O)c1sc(NC(=O)CSc2n[nH]c(C)n2)nc1C	-8	-5	-9	-4	0.2	-1	0	4.1	1
O=C(CSc1cccc2cccc(Cl)c12)OCC(=O)N1CCN(C(=O)c2ccco2)CC1	19	11	20	21	0.0	-32	-1	2.4	0
Cc1ccc(CN2CCNC(=O)C2CC(=O)NCc2cc(C)n(C)n2)cc1 (stereo not given)	1	9	7	-16	-0.1	7	-5	-1.0	-1

Continuation:
SMILES	JMJD2C inh	LYPLA2 counter	PREPL inhibitor	HCV core dimer	Efflux pump mplx	CTSL1 counter	TPT1 inhibitor	PP5 primary	PP1 counter
CCCCCSc1nnc(-c2ccccc2N)c(=O)[nH]1	6	2	7	1	0.4	-5	4	1.2	-3
O=C(COc1ncnc2sccc12)N1CCN(C(=O)c2ccco2)CC1	-3	4	4	20	-0.1	2	3	-0.1	3
CCC(=NCCc1c(C)[nH]c2ccc(OC(F)(F)F)cc12)C1=C(O)CC(c2ccccc2)CC1=O (stereo not given)	-10	5	2	5	-0.1	-6	1	3.6	-1
CCOc1cc(/C=C(\C#N)C(=O)Nc2cccc(C(=O)O)c2)cc(Br)c1OC(=O)c1ccc(OC)cc1	4	-40	5	9	0.2	-3	3	-4.2	17*
Cc1ccc(NC(=S)Nc2ccc(F)cc2)cc1C	0	-4	7	4	-0.1	-1	-1	1.6	-8
COc1ccc(CCn2c(Br)nc3c2c(=O)[nH]c(=O)n3C)cc1	-9	-6	2	0	0.3	0	-2	3.5	-9
CC(=O)N1CCc2cc(S(=O)(=O)NCC(=O)NCc3ccc(F)cc3)ccc21	37	-4	6	1	-0.1	0	-1	-0.3	-1
COCCNS(=O)(=O)c1ccc2c(c1)Cc1cc(S(=O)(=O)NCCOC)ccc1-2	-1	1	-6	2	-0.1	-1	-3	-1.5	-3
CC(=O)N1CCN(C(=O)c2ccc(Cl)c(S(=O)(=O)N3CCc4ccccc43)c2)CC1	2	4	6	·	0.2	·	·	0.9	-4
Cc1c(NC(=O)CSc2nc3ccccc3s2)c(=O)n(-c2ccccc2)n1C	-5	4	27	0	-0.2	-3	-1	-1.5	1
Cc1ccc(C2C(C(=O)O)c3ccccc3C(=O)N2C)o1 (stereo not given)	-9	1	14	1	0.0	0	-1	1.6	-5
CCOC(=O)c1cc2n(n1)C(C(F)(F)F)CC(C)N2 (stereo not given)	40	-2	7	0	0.2	-2	-3	-1.4	-4
COc1ccc(-n2nc(C(=O)N3CCCCC3)c3ccccc3c2=O)cc1	0	1	2	-7	0.1	0	-1	0.8	-1
COc1ccc(Cl)cc1NC(=O)C1CCN(C(=O)Nc2ccccc2)CC1	6	6	1	·	-0.2	·	·	3.2	0
Cn1c(=O)cc(OCCCC(=O)NCCC2=CCCCC2)c2ccccc21	7	5	-2	7	-0.1	-3	0	1.3	0
Cc1cc(C)cc(NC(=O)Cn2nnc(C(=O)NCc3ccc4c(c3)OCO4)c2N)c1	1	-9	-5	-6	0.0	-3	3	0.0	12
Cc1ccc2c(=O)n3c(nc2c1)C(Cc1ccccc1)NC(=O)c1ccc(Cl)cc1-3 (stereo not given)	-4	-6	-2	·	-0.2	·	·	1.1	4
COc1ccccc1CC(=O)NC(=O)c1ccccc1O	-3	-6	12	-5	3.0*	-12	-2	-6.4	-9
COc1cc(OC)cc(C(=O)NCCC(c2ccccc2)c2ccccc2)c1	-13	-4	-11	-8	-0.3	-3	-2	-4.5	12
COc1ccc(S(=O)(=O)NC2CC2)cc1-n1cnnn1	-13	1	12	-6	0.1	-3	-1	2.8	-4
O=C(CCNS(=O)(=O)c1ccccc1)N1CCN(C(c2ccccc2)c2ccccc2)CC1	3	-3	9	12	0.1	0	4	4.0	0
CC(C)OCCCNC(=O)c1cc2c(s1)CS(=O)(=O)C2	-1	-5	7	-1	0.0	-2	-1	3.1	3
CCOc1cc(CO)cc(Br)c1OCC(=O)Nc1ccccc1C	11	2	3	2	0.0	2	0	0.1	-2
Cc1ccc(-c2nnc(N(C)C(=O)c3cccnc3)s2)cn1	2	3	-1	-4	-0.1	1	-1	0.9	-4
COc1ccc(-n2cnnc2SCC(=O)N(C)c2ccccc2)cc1	-5	-3	0	-1	0.2	-3	1	0.6	7

Next part; the last 2 above are carried over.
SMILES	JMJD2C inh	LYPLA2 counter	PREPL inhibitor	HCV core dimer	Efflux pump mplx	CTSL1 counter	TPT1 inhibitor	PP5 primary	PP1 counter
Cc1ccc(-c2nnc(N(C)C(=O)c3cccnc3)s2)cn1	2	3	-1	-4	-0.1	1	-1	0.9	-4
COc1ccc(-n2cnnc2SCC(=O)N(C)c2ccccc2)cc1	-5	-3	0	-1	0.2	-3	1	0.6	7
CC1CCN(C(=O)COC(=O)CNC(=O)C23CC4CC(CC(C4)C2)C3)CC1	-14	15	0	-1	0.0	-14	-2	0.7	-4
NS(=O)(=O)c1ccc(N/N=C/c2ccccc2C(=O)O)c([N+](=O)[O-])c1	27	3	16	0	-0.1	16	-7	-0.6	3
COC(=O)c1ccccc1NC(=O)C1CCN(C(=O)c2cc(OC)c(OC)c(OC)c2)CC1	1	5	2	-2	0.1	5	2	-0.3	1
C=CCNc1nc(C(=O)OCC(=O)NCc2cccc(Cl)c2)cs1	-2	5	12	·	0.0	·	·	0.2	-1
Cc1ccc(NC(=S)N2CCC(NC(=O)c3ccc(C)cc3)CC2)cc1	-21	2	-4	2	-0.1	0	-2	1.9	-2
CCCCOP(=O)(OCCCC)C(O)c1ccc(F)cc1 (stereo not given)	3	-1	-1	2	0.0	2	0	-1.9	-3
O=C(N/C(=C/c1ccc([N+](=O)[O-])cc1)C(=O)N1CCOCC1)c1ccco1	0	6	10	-16	0.0	2	-1	0.6	-1
COc1ccc(C)c2sc(NC(=O)CCS(=O)(=O)c3ccccc3)nc12	26	9	1	14	-0.1	1	-2	3.6	1
COc1ccc(-c2cc(-c3ccccc3)n3ncnc3n2)cc1	23	8	11	13	0.0	6	0	2.4	0
O=C(CN1C(=O)S/C(=C\c2ccccc2)C1=O)Nc1cc([N+](=O)[O-])ccc1O	8	5	42	15	-0.1	3	0	0.4	6
O=C(Nc1ccccc1Cl)c1cccs1	-6	1	1	4	-0.1	1	-6	-1.0	-1
Cc1cccc(/C=C/c2onc(C)c2S(=O)(=O)N2CCC(C(=O)N3CCCCC3)CC2)c1	9	3	18	7	0.1	1	-7	6.4	1
CC(C(=O)Oc1ccc2c(c1)OCO2)N1C(=O)c2ccccc2C1=O (stereo not given)	21	3	-9	0	-0.1	-5	-4	-1.0	2
OCCN(C=NC1=NN(c2cccc(C(F)(F)F)c2)CC1)CCO	4	-2	7	-40	-0.3	0	1	0.6	2
COc1ccc([N+](=O)[O-])cc1C(=O)NCCOc1ccc(Cl)cc1	-9	-3	30	-1	0.2	7	0	1.5	1
CCOC(=O)c1sc(NC(=O)/C=C/c2cnn(CC)c2C)c(C(=O)OCC)c1C	2	-2	-5	7	-0.1	1	4	3.2	5
CCCCNC(=S)Nc1cccc(S(=O)(=O)NC2=NCCC2)c1	3	3	13	-10	-0.1	2	0	-1.1	16*
O=C(COC(=O)CCC(=O)c1ccc(F)cc1)Nc1ccc(F)cc1F	-2	-4	6	3	0.1	-64	3	-1.4	1
O=c1cc(CSc2ccc([N+](=O)[O-])cc2)nc2sccn12	-20	-6	3	3	0.1	2	0	0.9	-2
COc1ccc(NC(=O)Nc2nnc(CC(=O)Nc3ccccc3)s2)cc1	14	4	2	-2	-0.3	0	-2	-0.9	5
Cc1ccccc1OCCC(=O)N1CCN(S(=O)(=O)c2ccccc2F)CC1	-8	2	18	-3	0.1	-1	-3	-1.8	-1
CCOCCCn1c(SCC(=O)Nc2oc(C)c3c(C)n[nH]c(=O)c23)nnc1-c1ccncc1	-1	1	14	2	-0.1	1	-6	-1.2	1
COc1ccc(C(=O)N2CCN(C(=O)CC(C)C)CC2)cc1OC	-44	-8	1	-1	0.1	-1	1	0.8	-2
COc1ccc(CNC(=O)C(C)NC(=O)c2cc3ccccc3o2)cc1 (stereo not given)	-5	6	4	-2	0.0	-3	-4	5.1	-2
N/N=C(\c1ccccc1)C12CN3CN(CN(C3)C1)C2	11	2	0	-8	0.0	-4	-2	-2.9	-3
CC(=O)C1=C(O)C(=O)N(c2cccnc2)C1c1cccc([N+](=O)[O-])c1 (stereo not given)	2	4	-9	0	0.0	-1	-2	-1.6	-4
